# AID2073 – inhibitors of Mint1-CaV2.2 protein interaction, biochemical, HTRF (AID 2073) | hit rate 0.19% among 290,000 | HTRF protein-protein interaction, Mint1-CaV2.2; higher % means a stronger effect | inhibition, % at 20 µM; hits with a dose series show IC50 in µM | Voltage-dependent N-type calcium channel subunit alpha-1B (Homo sapiens); in the data active = inhibition mostly above about 51%, no sharp cut-off; note: some results filed as inactive read as strong as hits
# NTR1 agonist – agonists of NTR1, primary screen, imaging, U2OS cells, beta-arrestin-GFP, high content (AID 493036) | Neurotensin receptor type 1 (Homo sapiens), P30989 | NTR1-U2OS beta-arrestin-GFP spot imaging, agonist mode | activation, % at 20 µM | hit rate 0.17% among 330,000;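 active = activation at or above 40% of the spot to cytoplasm intensity ratio, with at least 20 cells analyzed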;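 note: 0% = DMSO without peptide and 100% = 100 nM NTR1 peptide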
# Target sequence (P30989 whole entry, looked up): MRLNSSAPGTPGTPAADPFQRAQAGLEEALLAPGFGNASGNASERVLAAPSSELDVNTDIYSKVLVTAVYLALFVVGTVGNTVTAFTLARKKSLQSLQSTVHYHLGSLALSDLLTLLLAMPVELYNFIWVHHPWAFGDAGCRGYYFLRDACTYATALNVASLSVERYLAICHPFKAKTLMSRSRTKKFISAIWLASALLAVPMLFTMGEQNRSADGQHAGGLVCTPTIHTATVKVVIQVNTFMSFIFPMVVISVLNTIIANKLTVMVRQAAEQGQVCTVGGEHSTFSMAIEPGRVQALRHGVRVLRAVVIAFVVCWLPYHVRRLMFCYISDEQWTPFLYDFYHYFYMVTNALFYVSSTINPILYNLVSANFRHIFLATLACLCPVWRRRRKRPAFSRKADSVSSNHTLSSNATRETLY
# LYP inhibition – inhibitors of LYP phosphatase, biochemical, fluorescence intensity, uHTS (AID 1779); hit rate 0.054% among 290,000; one-dose inhibition, % at 11.5 µM; IC50 in µM for titrated hits; Tyrosine-protein phosphatase non-receptor type 22 (Homo sapiens); recombinant LYP phosphatase, fluorescence intensity; higher % means a stronger effect; in the data active = inhibition above about 50%;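 note: plate controls were vehicle with enzyme for no effect and no enzyme for full effect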
# WT yeast gro inh – growth inhibition of WT strain, primary screen, mitochondrial fusion inhibitor project, WT and mutant strains, chemical genetic. mitochondrial fusion phenotypic screen. inhibition, % at 10 µM. hit rate 2.1% among 190,000; in the data active = inhibition above about 58%; tested in S. cerevisiae
# Dengue-2 NS5 capping – Dengue-2 NS5 methyltransferase inhibitors, primary screen, biochemical, confirmation dose response (AID 588689); Genome polyprotein (Dengue virus type 2 (strain 16681-PDK53)); Dengue-2 NS5 methyltransferase capping enzyme assay, biochemical; higher % means a stronger effect; inhibition, % at 25 µM, or IC50 in µM where a hit was titrated; hit rate 0.3% among 340,000; in the data active = a potency from the dose series
# Autophagy mod – autophagy modulators in MEF cells, primary screen, imaging, high-content, MEF GFP-LC3. MEF GFP-LC3 puncta imaging; test concentration mostly 10 µM. calls only at 10 µM (by protocol). hit rate 0.98% among 190,000. AID 463193, 2010;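 active = percentage of spot-positive cells more than 3 SD above its plate mean, without a fluorescence outlier flag or 80% toxicity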;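 note: spot-positive cell cutoff set from DMSO-treated cells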
# GPR35 antagonists – GPR35 antagonists blocking zaprinast-driven arrestin recruitment, primary screen, imaging, U2OS, beta-arrestin-GFP, zaprinast agonist (AID 2058). hit rate 0.052% among 290,000. one-dose inhibition, % at 10 µM; IC50 in µM for titrated hits. U2OS GPR35 beta-arrestin-GFP translocation imaging, zaprinast antagonism; higher % means a stronger effect;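 active = inhibition of at least 50% with at least 30 cells and total cytoplasm GFP at most 10,000,000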
# RSV CPE inhibition – RSV antiviral activity via CPE protection, HEp-2 cells, primary 10 µM value included (AID 2391); CPE inhibition, % at 10 µM; hits with a dose series show IC50 in µM; HEp-2 cells, RSV-induced CPE inhibition; higher % means a stronger effect; hit rate 0.13% among 310,000; in the data active = a potency from the dose series; note: strong numbers were not always called active
# UTI89 phage lysis – inhibition of K1F phage lysis, E. coli UTI89, bacterial capsule biogenesis inhibitors, alamar blue (AID 488966); one-dose inhibition, % at 100 µM; IC50 in µM for titrated hits; E. coli UTI89 K1F phage lysis, alamar blue, 2 h; higher % means a stronger effect; hit rate 0.02% among 340,000;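 active = phage lysis inhibition, versus mean bacterial control, above a set limit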;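 note: capsule biogenesis inhibitors block K1F phage lysis so surviving cells raise fluorescence; higher fluorescence means more inhibition of phage lysis; actives were called in the ten point dose series up to 300 µM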
# WT yeast gro inh mutant strain – recorded beside WT yeast gro inh, whose call it bears; inhibition, %; mitochondrial fusion phenotypic screen, mutant strain inhibition
# Autophagy mod cell loss 18 h – recorded beside Autophagy mod, whose call it bears; toxicity, %; measured here: cell loss, nuclei count;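 cell loss after 18 h compound exposure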
# NTR1 agonist cell count 20 µM – recorded beside NTR1 agonist, whose call it bears; cell count; measured here: cell count, cytotoxicity flag
# Active calls of the source: *; i = inactive; x = not tested or not shown; + = active, no number; [ ] = dose if it differs, or a comment. Compounds as they come. About 2.6% of those tested had a hit in this group.
No.	Structure	AID2073	NTR1 agonist	NTR1 agonist cell count 20 µM	LYP inhibition	WT yeast gro inh	WT yeast gro inh mutant strain	Dengue-2 NS5 capping	Autophagy mod	Autophagy mod cell loss 18 h	GPR35 antagonists	RSV CPE inhibition	UTI89 phage lysis
1	CCOC(=O)C1CN(S(=O)(=O)c2ccccc2)CCN1S(=O)(=O)c1ccccc1 (stereo not given)	-6%	2.6	59	-6%	4	0	-2%	i	-6	8%	0.3%	6.5%
2	COc1ccccc1OCCOc1ccc(/C=N/n2cnnc2)cc1	6%	0.2	42	1%	13	-1	5%	i	23	-4%	-0.7%	0.5%
3	Cc1ccc(CC(=O)NCCCn2ccnc2)cc1	-3%	2.4	67	-5%	-5	2	-3%	i	-3	2%	-0.3%	0.5%
4	COc1cccc(C(=O)Nc2ccc(S(=O)(=O)Nc3onc(C)c3C)cc2)c1	2%	-1.3	84	-8%	2	-5	-11%	i	-1	6%	5.1%	-0.7%
5	COc1ccc(Cl)cc1C(=O)NCC(C)C	-8%	-1.5	98	-2%	-2	-20	1%	i	4	3%	1.1%	5.1%
6	C=CCn1c(N)c(C(=O)OC(C)(C)C)c2nc3ccccc3nc21	26%	-0.4	45	-15%	8	-2	-12%	i	-11	-8%	x	-0.1%
7	CC(CN1CCOCC1)OC(=O)C(c1ccccc1)c1ccccc1 (stereo not given)	7%	-0.5	55	-2%	-8	-10	-4%	i	-7	14%	1.8%	3.0%
8	CCCN(CCC)CCNC(=O)CN1C(=O)COc2ccc(S(=O)(=O)N3CCOCC3)cc21	5%	-0.6	57	-8%	x	x	11%	x	x	-2%	0.4%	0.3%
9	CN1C(=O)C(N=Nc2ccccc2C(=O)O)N(C)C1=S (stereo not given)	-7%	0.4	43	5%	-13	11	-39%	i	-7	5%	5.1%	0.6%
10	Cn1nnnc1SCC(=O)Nc1ccccn1	3%	0.0	52	-8%	0	-2	-3%	i	1	-12%	2.4%	0.5%
11	CCCN1CCN(CCCNC(=O)c2cc3c(=O)oc4ccc(C)cc4c3s2)CC1	6%	-0.2	65	-2%	x	x	-2%	x	x	-4%	-1.3%	-0.2%
12	Cc1ccc(S(=O)(=O)N(CC(=O)Nc2cccc(N(C)S(C)(=O)=O)c2)c2ccc(Cl)c(Cl)c2)cc1	23%	1.5	39	8%	-7	5	-1%	i	20	1%	14%	0.2%
13	O=C(CNc1ccccc1)N/N=C/c1c(O)ccc2ccccc12	14%	8.0	77	3%	x	x	-13%	x	x	1%	6.7%	-0.1%
14	Cc1csc(N(C(=O)Cc2ccccc2F)c2ccccc2)n1	3%	-0.1	48	-2%	0	0	-6%	i	5	1%	1.2%	0.4%[50 µM]
15	O=C(CN1C(=O)CCSc2ccc(S(=O)(=O)N3CCOCC3)cc21)Nc1ccccc1Cl	13%	-0.8	67	-13%	x	x	-6%	x	x	-18%	4.4%	0.0%
16	COc1ccc(CNc2nc3c(c(=O)[nH]c(=O)n3C)n2Cc2ccccc2)cc1	14%	0.0	88	2%	x	x	1%	x	x	-6%	1.5%	-0.3%[50 µM]
17	CC1CCCCN1S(=O)(=O)c1cccc2cccnc12 (stereo not given)	-4%	-0.1	54	-8%	-7	-12	1%	x	x	-13%	-0.1%	0.1%
18	COc1ccc(NC(=O)c2ccc3c(c2)C(=O)N(CC2CCCO2)C3=O)cc1O (stereo not given)	4%	0.9	81	-9%	x	x	0%	x	x	-12%	3.4%	-0.4%
19	COc1ccc2[nH]cc(CCNC(=O)c3ccc4ccccc4n3)c2c1	6%	1.0	50	-7%	x	x	4%	x	x	-13%	5.2%	1.5%
20	Cc1cccc(C)c1NC(=O)CN(C)C(=O)c1ccccc1C(=O)N(C)Cc1ccccc1	10%	1.6	62	-11%	x	x	14%	x	x	-14%	3.4%	-0.5%
21	COC(=O)Cc1c(O)ccn(CCc2ccc(OC)c(OC)c2)c1=O	5%	0.1	40	-1%	-2	-3	-7%	i	1	-4%	0.9%	0.0%
22	COc1ccc(CCN2CC34C=CC(O3)C(C(=O)NCc3ccccc3)C4C2=O)cc1OC (stereo not given)	2%	-0.2	71	-5%	11	-5	-4%	i	-11	-6%	0.4%	0.1%
23	O/N=C1/C2C3C(Br)C4C5CC(C1C53)C24 (stereo not given)	-3%	1.5	48	-6%	3	-20	-1%	i	8	8%	3.5%	3.0%
24	O=c1c(C(c2ccc(F)cc2)c2c(O)nc3n(c2=O)CCS3)c(O)nc2n1CCS2	7%	2.8	55	-7%	x	x	-1%	x	x	-2%	0.1%	-0.2%
25	Nc1nc(COC(=O)C2CC(=O)N(Cc3ccccc3)C2)nc(Nc2ccccc2)n1 (stereo not given)	x	-0.7	86	x	x	x	6%	x	x	x	0.8%	0.7%[50 µM]
26	CCCCCCCCCn1c2c(c(=N)c3c1CCC3)CCCC2	20%	72*	92*	-11%	80	81	x	i	43	0%	x	x
27	Cc1ccc(S(=O)(=O)NCCCCCC(=O)Nc2nccs2)cc1	-6%	0.0	61	-7%	-20	-4	-8%	i	7	7%	-1.4%	-0.9%
28	CCc1nc2ccccc2n1CC(C)C(=O)O (stereo not given)	9%	0.9	55	0%	-13	-3	1%	i	6	-5%	0.3%	2.2%
29	COc1cccc(NC(=O)CN(C)C(=O)CSCC(=O)Nc2ccc(C)cc2)c1	x	1.3	60	x	x	x	3%	x	x	x	-0.5%	0.1%[50 µM]
30	Cc1ccc2nc(SCc3ccccc3)c(C=O)c(=O)n2c1	19%	-1.4	67	-3%	9	26	-7%	i	-14	-8%	1.6%	0.8%[50 µM]

# Down the list, as entered above.
# Entries 15–18 in Dengue-2 NS5 capping read -6%, 1%, 1%, 0%

# The main list resumes with the 3 entries that preceded the break.
No.	Structure	AID2073	NTR1 agonist	NTR1 agonist cell count 20 µM	LYP inhibition	WT yeast gro inh	WT yeast gro inh mutant strain	Dengue-2 NS5 capping	Autophagy mod	Autophagy mod cell loss 18 h	GPR35 antagonists	RSV CPE inhibition	UTI89 phage lysis
28	CCc1nc2ccccc2n1CC(C)C(=O)O (stereo not given)	9%	0.9	55	0%	-13	-3	1%	i	6	-5%	0.3%	2.2%
29	COc1cccc(NC(=O)CN(C)C(=O)CSCC(=O)Nc2ccc(C)cc2)c1	x	1.3	60	x	x	x	3%	x	x	x	-0.5%	0.1%[50 µM]
30	Cc1ccc2nc(SCc3ccccc3)c(C=O)c(=O)n2c1	19%	-1.4	67	-3%	9	26	-7%	i	-14	-8%	1.6%	0.8%[50 µM]
31	O=C(CSc1nc2ccc([N+](=O)[O-])cc2[nH]1)NC1CCCCCC1	-4%	7.8	53	-7%	3	0	1%	i	-5	1%	5.2%	0.7%[50 µM]
32	CCC(CC)c1nc(C(N)=O)c2[nH]c(=O)n(-c3ccc(OC)c(OC)c3)c2n1	12%	0.7	61	-5%	x	x	-10%	x	x	-10%	-0.2%	0.1%
33	O=C(CNC(=O)c1cccc([N+](=O)[O-])c1)NC1CCCc2ccccc21 (stereo not given)	x	3.6	50	x	x	x	-3%	x	x	x	0.6%	0.0%[50 µM]
34	CCOc1ccccc1OCCCC(=O)Nc1ccc(OC)nc1	7%	-0.6	60	-8%	-4	-5	-2%	i	24	11%	6.2%	0.1%
35	O=C(N1CCOCC1)N(CCN1CCOCC1)Cc1cccc2ccccc12	6%	-1.8	75	-6%	-8	3	-1%	i	-9	3%	0.2%	0.8%
36	O=C(CSc1ccc2nnc(-c3ccccn3)n2n1)N1CCOCC1	8%	1.0	91	-2%	12	3	1%	i	-4	-4%	1.4%	0.2%
37	COC(=O)c1ccsc1-n1cc(C#N)c(=O)n(C)c1=O	10%	1.2	42	5%	-15	-3	-2%	i	5	1%	3.0%	0.7%
38	COc1cccc(/C=N/NC(=O)c2[nH]c(C)c(C(=O)N/N=C/c3cccc(OC)c3)c2C)c1	-6%	0.6	77	12%	-7	-29	-1%	i	1	-15%	4.5%	-0.8%[50 µM]
39	COc1ccc(CN2CCSCC2)cc1O	-5%	-1.8	83	-9%	1	-4	1%	i	-8	-10%	-0.5%	-0.4%
40	COc1cc(C(=O)OCC(=O)N2CCCCC2C)ccc1OCc1c(C)noc1C (stereo not given)	5%	1.7	54	-6%	-24	9	0%	i	3	5%	1.3%	-0.2%
41	CN(CC(O)COc1ccc(OCC(O)CN(C)C2CCCCC2)cc1)C1CCCCC1 (stereo not given)	-2%	0.4	44	-7%	3	24	-7%	+	-3.0*	6%	-2.0%	0.2%
42	CCOc1ccc(/C=C/c2nc(C#N)c(NCCCN(C)C)o2)cc1	6%	0.5	60	-9%	x	x	4%	x	x	0%	8.9%	0.5%
43	COc1ccc(S(=O)(=O)CC(=O)c2cc3cc(Br)ccc3oc2=O)cc1	11%	2.2	55	0%	x	x	>100µM*	x	x	2%	1.1%	-0.2%
44	CCn1c(NCc2ccccn2)nc2ccccc21	-3%	-1.3	82	-7%	-8	12	1%	i	-3	3%	1.3%	0.5%
45	COc1cc(NC(=O)COC(=O)CNC(=O)c2ccc(Cl)cc2)c(C)cc1[N+](=O)[O-]	-10%	0.7	57	-5%	-19	9	7%	i	2	-7%	1.8%	-5.9%
46	O=C(CSc1ccc2nnc(-c3ccncc3)n2n1)Nc1nccs1	-4%	x	x	3%	-13	-15	-10%	i	16	-7%	x	0.2%
47	Cc1cc2c(cc(C(=O)OCC(=O)NCc3ccco3)n2C)s1	-2%	0.4	68	-6%	8	0	-8%	i	22	2%	0.5%	0.5%

# Some entries already given, reduced to GPR35 antagonists and RSV CPE inhibition.
no.	SMILES	GPR35 antagonists	RSV CPE inhibition
42	CCOc1ccc(/C=C/c2nc(C#N)c(NCCCN(C)C)o2)cc1	0%	8.9%
43	COc1ccc(S(=O)(=O)CC(=O)c2cc3cc(Br)ccc3oc2=O)cc1	2%	1.1%
